BaF3 tox: reduces parental Ba/F3 cell viability, JAK2V617F counter-screen | CellTiter-Glo ATP luminescence | actives 1.1% (n = 220,000) | inhibition, % at 5.6 µM;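 active = inhibition above a per-campaign cutoff, the mean inhibition of all tested compounds plus 3 SD, cut at about 27% in these data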;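 also: 0% = DMSO wells and 100% = JAK Inhibitor I control wells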
Ba/F3 V617F tox: loss of viability in JAK2V617F-driven Ba/F3 cells; inhibition, % at 5.6 µM; actives 1.1% (n = 220,000); Ba/F3 EpoR-JAK2V617F viability, ATP luminescence;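 active = inhibition above the campaign mean plus 3 SD over all tested compounds, cut at about 24% in these data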;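 also: cytokine-independent growth of Ba/F3 cells driven by EpoR plus mutant JAK2; 0% = DMSO-treated cells and 100% = JAK inhibitor I control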
TRPML3 ag: agonists of human TRPML3 channel | Q8TDD5 | HEK293 TRPML3-YFP, Fluo-8 calcium fluorescence; 100% = the carbachol control signal | activation, % at 3 µM | actives 0.29% (n = 220,000) | AID 1448;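 active = activation above its plate's cutoff, the mean activation of the plate's test wells plus 3 SD, cut at about 12% in these data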;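 also: 0% = DMSO only wells and 100% = carbachol wells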
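Material: TRPML3-YFP stable HEK293 cells | Dosing: One concentration, 3 µM nominal, 0.3% DMSO | Timing: 125 s total fluorescence read per well | Technique: Fluo-8 calcium dye fluorescence, ex 470-495, em 515-575 nm | Measure: Percent activation from peak-to-basal fluorescence ratio, scaled between DMSO and carbachol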
CHOP inh: CHOP inhibition in unfolded protein response | inhibition, % at 10 µM | CHO-K1 CHOP-promoter luciferase, tunicamycin-induced, 15-18 h | actives 3.8% (n = 220,000);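 active = compounds that reduced the stress-induced luciferase reporter signal by more than about 70% of percent inhibition, limit read from the data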;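 also: 0% = tunicamycin plus vehicle and 100% = wells without tunicamycin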
RBBP9 inh: blocks human serine hydrolase RBBP9. actives 0.2% (n = 220,000). O75884. inhibition, % at 7.94 µM. AID 1515. recombinant RBBP9, FP-Rh probe fluorescence polarization;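 active = inhibition above the campaign mean of all tested compounds plus 3 SD, cut at about 14% in these data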;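 also: plate controls were DMSO wells with RBBP9 for no effect and wells lacking RBBP9 protein for full effect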
Target sequence (O75884 whole entry, looked up): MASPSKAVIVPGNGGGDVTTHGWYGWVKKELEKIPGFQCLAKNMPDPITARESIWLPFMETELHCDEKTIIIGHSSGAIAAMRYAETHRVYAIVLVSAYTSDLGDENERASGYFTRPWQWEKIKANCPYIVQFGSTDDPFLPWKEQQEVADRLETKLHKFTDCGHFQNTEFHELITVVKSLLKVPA
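Measured by – fluorescence polarization · Test system – RBBP9 protein · Input – 2.5 µM RBBP9 dispensing solution, before mixing · Measure – percent inhibition from mP, scaled between DMSO and no-protein wells · Benchmarks – DMSO-treated enzyme wells and wells lacking RBBP9 · Times – preincubation 30 min plus labeling 45 min at 25 °C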
TNF necrop inh: TNF-alpha cell death inhibition in Jurkat FADD-/- cells; activation (protection from cell death), % at 10 µM; actives 0.068% (n = 220,000); Jurkat FADD-/- TNF necroptosis rescue, ATP luminescence, 24 h; 0 = TNF only, 100 = no-TNF cells;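 active = activation, meaning protection from cell death, of at least 50% relative to plate controls; inactive = activation below 50%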;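 also: necroptosis triggered by 40 ng/mL TNF-alpha added together with compound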
Wee1 degr inh: human Wee1 degradation inhibition, primary screen; P30291; HeLa Luc-Wee1K328M stability, luciferase luminescence; 100% = proteasome inhibitor MG132 effect; reporter increase, % at 5 µM; AID 1321; actives 1.2% (n = 220,000);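 active = activation above the mean of all tested compounds plus 3 SD, set per screening run, cut at about 8.8% in these data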;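 also: cells exposed to compound for 20 h before luminescence read; 0% = DMSO alone and 100% = MG132 at 30 µM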
Target sequence (P30291 whole entry K328M): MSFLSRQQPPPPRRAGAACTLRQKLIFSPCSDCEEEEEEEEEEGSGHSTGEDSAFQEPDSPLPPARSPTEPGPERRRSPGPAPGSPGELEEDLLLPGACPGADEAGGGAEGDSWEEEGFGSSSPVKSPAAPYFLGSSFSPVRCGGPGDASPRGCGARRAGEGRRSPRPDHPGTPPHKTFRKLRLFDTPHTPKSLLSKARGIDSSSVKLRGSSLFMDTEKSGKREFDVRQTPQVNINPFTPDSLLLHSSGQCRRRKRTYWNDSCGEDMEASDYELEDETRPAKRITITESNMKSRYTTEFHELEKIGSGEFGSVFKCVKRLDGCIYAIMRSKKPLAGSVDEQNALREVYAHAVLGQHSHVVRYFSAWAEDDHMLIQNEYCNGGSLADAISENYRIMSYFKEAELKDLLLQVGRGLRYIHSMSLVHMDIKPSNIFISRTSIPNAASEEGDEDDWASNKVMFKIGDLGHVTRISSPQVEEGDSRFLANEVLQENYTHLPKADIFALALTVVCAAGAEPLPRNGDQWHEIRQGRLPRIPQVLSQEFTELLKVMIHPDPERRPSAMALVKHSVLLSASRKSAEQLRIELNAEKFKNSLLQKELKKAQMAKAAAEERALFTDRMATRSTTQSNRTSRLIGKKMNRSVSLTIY
PPC-1+TRAIL kill: compounds killing PPC-1 cancer cells with TRAIL present (potentiator screen, no TRAIL-free arm); PPC-1 cells + TRAIL, ATPLite viability luminescence; cell killing (% activity), % at 4 µM; actives 0.41% (n = 220,000);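 active = cell killing above 50% in the first pass at 4 µM, then a duplicate retest at 5 µM averaging 50% or more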;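 also: plate controls were cells with TRAIL plus DMSO for no effect and medium-only wells lacking cells for full effect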
zfTRPN1 agonist: activates the zebrafish TRPN1 channel | HEK293 zebrafish TRPN1-YFP, Fluo-8 calcium fluorescence; 100% = response to 87 µM carbachol | activation, % at 3 µM | actives 0.18% (n = 220,000);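 active = activation above its plate's cutoff, the mean activation of test wells on that plate plus 3 SD, cut at about 19% in these data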;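 also: 0% = DMSO alone and 100% = 87 µM carbachol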
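Material: zebrafish TRPN1-YFP in HEK293 cells; Doses: single test compound dose, 3 µM nominal, 0.3% DMSO; Timing: dye loading 1 h at 37 °C, then 30 min room temperature; Technique: intracellular calcium fluorescence with Fluo-8; Benchmarks: high carbachol 87 µM, low DMSO alone.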
* = called active by the depositor; x = not tested or not shown; & = joins results of further samples.

No.	Molecule	BaF3 tox	Ba/F3 V617F tox	TRPML3 ag	CHOP inh	RBBP9 inh	TNF necrop inh	Wee1 degr inh	PPC-1+TRAIL kill	zfTRPN1 agonist
1	Cc1ccc(S(=O)(=O)N/N=C\c2cn(-c3ccccc3)nc2-c2ccccc2)cc1	1	2	-0.8	97*	-10	1.2	3	15	-1.4
2	c1ccc(-c2ccc(-c3ccccn3)s2)nc1	-2	0	-0.2	0	-11	-6.0	6	21	-1.3
3	COC(=O)c1ccc(Cn2nnc3c(sc4nc(N5CCOCC5)c5c(c43)CCCC5)c2=O)o1	2	-3	0.5	x	-2	-1.2	-1	x	-0.5
4	COc1ccc(C2CC(=O)Nc3ccccc3S2(=O)=O)cc1OC (stereo not given)	8	0	0.3	21	-9	0.5	-3	1	-0.1
5	O=C(NC(=S)NCc1ccccc1)C1CC1	4	2	0.1	2	-1	-1.0	-2	8	1.1
6	Cc1ccc(CSCC(=O)N2CCCC2)cc1	8	-1	1.2	1	-4	3.2	2	5	1.6
7	Cc1ccc(/C=N/NC(=O)c2cccs2)s1	2	3	0.2	4	-7	0.8	4	11	0.7
8	CCOC(=O)CCn1nc(-c2ccccc2)cc1N	1	-1	1.5	-1	0	1.0	-2	10	1.2
9	CC(C)C(NC(=O)c1ccccc1)C(=O)N/N=C\c1ccco1 (stereo not given)	10	3	0.3	-1	-6	0.5	-1	21	1.0
10	O=C(CN1CCSCC1)N/N=C/c1ccc(F)c(F)c1	7	0	0.2	1	-2	0.3	0	-3	-1.3
11	O=[N+]([O-])c1cccc(C2Nc3cccc4cccc(c34)N2)c1	3	3	0.5	4	11	0.0	6	5	-1.5
12	O=C(Nc1cccnc1)c1cc(-c2ccccc2O)on1	4	-4	0.2	0	1	-0.7	1	23	1.3
13	O/N=C/c1ccc(OCc2ccccc2)c(Br)c1	10	4	-0.2	27	-19	-0.1	4	3	0.7
14	Cc1cccc(-c2cc3nc(C)c(C)c(NCCCn4ccnc4)n3n2)c1	-2	3	0.6	-17	-8	-6.9	4	19	0.8
15	COc1ccc(C2Nc3ccccc3C(=O)N2c2ccccc2)cc1CN1CCOCC1 (stereo not given)	8	0	0.1	-5	-3	0.9	8	6	0.5
16	CCOc1cc2c(cc1OCC)C(C(=O)O)C(c1cc(OC)c(OC)c(OC)c1)N(C)C2=O (stereo not given)	4	-2	-0.1	-22	-1	0.1	-1	-14	0.1
17	Cc1ccccc1NS(=O)(=O)c1ccc(NC(=O)c2nc3ncccn3n2)cc1	9	3	-0.1	23	-10	0.4	0	-15	-0.2
18	CC1=C(C(=O)OC(C)C)C(c2coc3ccccc3c2=O)C2=C(CCCC2=O)N1 (stereo not given)	6	-2	-0.9	38	-10	-7.2	1	-5	0.5
19	CCCCOC(=O)c1ccc(NC(=O)C(=O)NCCN(C)C)cc1	1	-2	2.3	-1	4	2.4	2	22	2.5
20	Cc1ccc(CNC(=O)C2CCCN(S(C)(=O)=O)C2)cc1 (stereo not given)	8	-2	0.5	20	-1	0.0	-1	1	0.8
21	O=[N+]([O-])c1ccc(C(O)C(CO)NC(=S)Nc2ccccc2)cc1 (stereo not given)	1	-6	0.8	8	-4	4.4	2	-7	0.3
22	COc1ccc(CNC(=O)C2CCCN(c3nc4ccccc4o3)C2)c(OC)c1 (stereo not given)	9	-2	-0.6	30	-8	1.3	-1	-8	-2.2
23	O=C(CSc1c2c(nc3ccccc13)CCCC2)NCc1ccco1	7	4	0.5	-29	-1	-0.1	-2	-8	0.0
24	N#Cc1ccc(-c2ccc(OCC(O)CN3CCOCC3)cc2)cc1 (stereo not given)	5	1	2.0	14	-3	-0.1	-1	-7	0.4
25	O=C(Nc1ccc(Cl)cc1)N1CCC(c2nc(-c3ccc(F)cc3)no2)CC1	6	-1	3.5	104*	-9	0.4	1	13	7.6
26	Nc1nc(-c2ccc([N+](=O)[O-])cc2)c(C(=O)Nc2ccc(Cl)cc2)s1	-8	0	0.3	9	3	-1.6	0	-12	0.7
27	C(=N\N1CCN(Cc2ccccc2)CC1)/c1cccnc1	1	-4	0.1	12	3	1.9	-2	8	1.9
28	Cc1ccc(NC(=S)N(CCN2CCOCC2)Cc2ccccc2F)cc1Cl	0	3	0.7	27	-11	0.9	-4	-1	0.1
29	CCCN1CN(Cc2ccco2)c2nc3ccccc3n2C1	1	2	0.2	-12	0	1.9	-1	15	-0.5
30	CC1CC(=O)NN=C1c1ccc(N)c([N+](=O)[O-])c1 (stereo not given)	3	3	1.1	-6	-9	-1.3	-3	13	0.5
31	Cc1cc(N2CCCCC2)nc(N2CCOCC2)n1	0	-7	0.7	26	4	0.8	2	-26	1.3
32	Cc1[nH]c2ccccc2c1C(=O)C(=O)NCCc1ccc(S(N)(=O)=O)cc1	3	-3	0.9	19	-4	0.5	-1	11	0.6
33	O=C(Nc1ccc2c(c1)Cc1ccccc1-2)c1cc2ccccc2o1	4	9	0.8	x	-1	-0.6	0	x	-0.2
34	CCOC(=O)CNC(=O)C(=O)c1c(O)[nH]c2ccccc12	5	-4	0.4	20	-1	-1.6	-1	0	0.6
35	CCC(Oc1ccccc1)C(=O)NCc1ccc(S(N)(=O)=O)cc1 (stereo not given)	3	-1	0.1	25	-4	1.0	4	4	-0.4
36	Cc1nnc(N/N=C/c2ccc(-c3ccc(Br)cc3)o2)n1N	7	1	0.5	18	-4	-1.6	-2	38	0.9
37	Clc1ccc(-c2nnc(SCc3nc4ccccc4s3)o2)cc1	3	-1	1.0	34	-8	1.3	2	-2	0.3
38	CC(=O)Nc1nnc(S(N)(=O)=O)s1	9	2	1.7	12&-29	-8	1.0	1	18	1.1
39	O=C(NCC1CCCO1)c1cc(NS(=O)(=O)c2cccs2)cc(NS(=O)(=O)c2cccs2)c1 (stereo not given)	0	1	0.1	-3	-13	0.9	-1	7	-1.0
40	OCCSc1nc(N2CCOCC2)nc(N2CCOCC2)n1	16	4	0.8	-12	2	-0.9	0	0	-0.8
41	COC(=O)c1c2c(nc3ccccc13)CCC2	3	-5	1.3	8	0	0.5	-1	-8	-0.2
42	CCCCn1c(-c2cccs2)nc2nc3ccccc3nc21	6	-2	-1.2	37	-6	-1.6	13*	10	-2.2
43	CCc1nc2c(C#N)c(-c3ccc(Cl)cc3)ccn2n1	6	1	-0.3	20	-5	-1.0	1	24	-1.1
44	CCOC(=O)Nc1ccc2c(C)cc(=O)oc2c1	2	0	0.0	-23	1	-0.2	1	2	0.5

A different layout for 16 compounds above:
26. Nc1nc(-c2ccc([N+](=O)[O-])cc2)c(C(=O)Nc2ccc(Cl)cc2)s1
27. C(=N\N1CCN(Cc2ccccc2)CC1)/c1cccnc1
28. Cc1ccc(NC(=S)N(CCN2CCOCC2)Cc2ccccc2F)cc1Cl
29. CCCN1CN(Cc2ccco2)c2nc3ccccc3n2C1
30. CC1CC(=O)NN=C1c1ccc(N)c([N+](=O)[O-])c1 (stereo not given)
31. Cc1cc(N2CCCCC2)nc(N2CCOCC2)n1
32. Cc1[nH]c2ccccc2c1C(=O)C(=O)NCCc1ccc(S(N)(=O)=O)cc1
33. O=C(Nc1ccc2c(c1)Cc1ccccc1-2)c1cc2ccccc2o1
34. CCOC(=O)CNC(=O)C(=O)c1c(O)[nH]c2ccccc12
35. CCC(Oc1ccccc1)C(=O)NCc1ccc(S(N)(=O)=O)cc1 (stereo not given)

| Screen / compound no. | 26 | 27 | 28 | 29 | 30 | 31 | 32 | 33 | 34 | 35 |
| --- | --- | --- | --- | --- | --- | --- | --- | --- | --- | --- |
| BaF3 tox | -8 | 1 | 0 | 1 | 3 | 0 | 3 | 4 | 5 | 3 |
| Ba/F3 V617F tox | 0 | -4 | 3 | 2 | 3 | -7 | -3 | 9 | -4 | -1 |
| TRPML3 ag | 0.3 | 0.1 | 0.7 | 0.2 | 1.1 | 0.7 | 0.9 | 0.8 | 0.4 | 0.1 |
| CHOP inh | 9 | 12 | 27 | -12 | -6 | 26 | 19 | x | 20 | 25 |
| RBBP9 inh | 3 | 3 | -11 | 0 | -9 | 4 | -4 | -1 | -1 | -4 |
| TNF necrop inh | -1.6 | 1.9 | 0.9 | 1.9 | -1.3 | 0.8 | 0.5 | -0.6 | -1.6 | 1.0 |
| Wee1 degr inh | 0 | -2 | -4 | -1 | -3 | 2 | -1 | 0 | -1 | 4 |
| PPC-1+TRAIL kill | -12 | 8 | -1 | 15 | 13 | -26 | 11 | x | 0 | 4 |
| zfTRPN1 agonist | 0.7 | 1.9 | 0.1 | -0.5 | 0.5 | 1.3 | 0.6 | -0.2 | 0.6 | -0.4 |

36. Cc1nnc(N/N=C/c2ccc(-c3ccc(Br)cc3)o2)n1N
37. Clc1ccc(-c2nnc(SCc3nc4ccccc4s3)o2)cc1
38. CC(=O)Nc1nnc(S(N)(=O)=O)s1
39. O=C(NCC1CCCO1)c1cc(NS(=O)(=O)c2cccs2)cc(NS(=O)(=O)c2cccs2)c1 (stereo not given)
40. OCCSc1nc(N2CCOCC2)nc(N2CCOCC2)n1
41. COC(=O)c1c2c(nc3ccccc13)CCC2

| Screen / compound no. | 36 | 37 | 38 | 39 | 40 | 41 |
| --- | --- | --- | --- | --- | --- | --- |
| BaF3 tox | 7 | 3 | 9 | 0 | 16 | 3 |
| Ba/F3 V617F tox | 1 | -1 | 2 | 1 | 4 | -5 |
| TRPML3 ag | 0.5 | 1.0 | 1.7 | 0.1 | 0.8 | 1.3 |
| CHOP inh | 18 | 34 | 12&-29 | -3 | -12 | 8 |
| RBBP9 inh | -4 | -8 | -8 | -13 | 2 | 0 |
| TNF necrop inh | -1.6 | 1.3 | 1.0 | 0.9 | -0.9 | 0.5 |
| Wee1 degr inh | -2 | 2 | 1 | -1 | 0 | -1 |
| PPC-1+TRAIL kill | 38 | -2 | 18 | 7 | 0 | -8 |
| zfTRPN1 agonist | 0.9 | 0.3 | 1.1 | -1.0 | -0.8 | -0.2 |
